cardiac RTF act = cardiac RTF calcium sensitization. P19429+P45379. 0.24% of 340,000 active. activation, % at 7.2 µM. IANBD-labeled TnC RTF fluorescence at EC20 calcium; 0% EC20 calcium, 100% full calcium. AID 493008;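 active = activation above the mean over all tested compounds plus 3 SD, cut at about 30% in these data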;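 also: rise in fluorescence read as greater calcium sensitivity of cardiac thin filaments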
OPRM1-OPRD1 ag = OPRM1-OPRD1 heterodimerization agonism; P35372+P41143; 0.3% of 340,000 active; activation, % at 9.3 µM; cells, luminescence; AID 504326; in the data active = activation above about 18%;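 also: 0% = vehicle-treated cells and 100% = reference agonist; values of inactives mirror those of a sister screen read the other way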
HTR5A inv ctr = inverse agonist of human HTR5A in OPRM1-OPRD1 counter-screen | P47898 | HTR5A cell line, luminescence, inverse agonism | inhibition, % at 9.3 µM | 0.083% of 340,000 active; in the data active = inhibition mostly above about 23%, no sharp cut-off; inactive = mostly below about 18%;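 also: 0% = cells with DMSO and 100% = no-cell wells with DMSO; some compounds called inactive have numbers as strong as hits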
Target sequence (P47898 whole entry, looked up): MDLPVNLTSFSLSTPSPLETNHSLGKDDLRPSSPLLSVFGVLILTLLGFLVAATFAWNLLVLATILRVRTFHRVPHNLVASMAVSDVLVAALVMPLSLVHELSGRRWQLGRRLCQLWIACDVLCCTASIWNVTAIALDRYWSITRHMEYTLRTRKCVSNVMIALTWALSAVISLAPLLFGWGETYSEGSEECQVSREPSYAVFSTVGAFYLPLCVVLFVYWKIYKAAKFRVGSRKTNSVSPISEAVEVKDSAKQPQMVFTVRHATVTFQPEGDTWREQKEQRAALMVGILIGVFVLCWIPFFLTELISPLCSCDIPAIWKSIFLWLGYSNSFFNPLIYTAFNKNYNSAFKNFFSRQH
C-LANA FP = KSHV C-LANA DNA binding inhibition | MBP-C-LANA/FAM-LBS DNA binding, fluorescence polarization | inhibition, % at 9 µM | 0.078% of 340,000 active | AID 504423;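 active = highest replicate inhibition at or above 60% at 9 µM, even if other replicates fall short; inactive = all replicates below 60% inhibition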;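 also: 0% = neutral control wells and 100% = 4 µM acridine orange control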
Keap1 Nrf2 FP = disrupts human Keap1 binding to Nrf2 peptide; Q14145; Keap1 Kelch-Nrf2 peptide fluorescence polarization, 1536-well; inhibition, % at 9.4 µM; 0.15% of 340,000 active; in the data active = inhibition above about 12%;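 also: human Keap1 Kelch domain with fluorescein labeled Nrf2 9mer peptide probe; 0% = neutral control wells and 100% = peptide positive control; higher means more block of Keap1 binding to Nrf2 peptide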
Target sequence (Q14145 whole entry, looked up, the tested form may be a part): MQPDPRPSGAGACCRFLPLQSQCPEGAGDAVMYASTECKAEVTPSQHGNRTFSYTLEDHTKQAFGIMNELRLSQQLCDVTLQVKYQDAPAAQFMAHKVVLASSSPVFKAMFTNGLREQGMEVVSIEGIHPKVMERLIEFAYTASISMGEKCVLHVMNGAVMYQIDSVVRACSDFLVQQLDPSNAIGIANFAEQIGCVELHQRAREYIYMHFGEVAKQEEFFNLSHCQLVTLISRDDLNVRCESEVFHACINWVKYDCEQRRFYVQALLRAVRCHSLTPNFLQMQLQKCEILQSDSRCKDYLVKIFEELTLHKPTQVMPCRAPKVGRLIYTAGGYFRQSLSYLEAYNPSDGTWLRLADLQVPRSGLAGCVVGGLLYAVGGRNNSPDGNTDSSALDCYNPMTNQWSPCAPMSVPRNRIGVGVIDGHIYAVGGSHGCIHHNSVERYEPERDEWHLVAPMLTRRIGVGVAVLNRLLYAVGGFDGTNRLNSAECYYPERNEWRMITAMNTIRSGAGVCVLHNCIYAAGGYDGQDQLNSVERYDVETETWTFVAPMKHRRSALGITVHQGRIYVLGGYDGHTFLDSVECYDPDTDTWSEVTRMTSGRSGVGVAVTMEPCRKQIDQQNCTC
CAL PDZ FP = CAL PDZ (human) peptide binding inhibition | inhibition, % at 24.9 µM | AID 602252 | 0.92% of 300,000 active | purified CAL PDZ, TMR-peptide fluorescence polarization, 1 h | Q9HD26;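 active = mean inhibition of at least 30% with at least half of replicates also reaching 30%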;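 also: 0% = DMSO neutral control and 100% = excess unlabeled competitor peptide PRC23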
Cardiac RTF inh = cardiac RTF calcium desensitization | inhibition, % at 7.15 µM | IANBD-labeled cardiac RTF, Ca2+ fluorescence | P19429+P45379 | 0.12% of 340,000 active;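 active = inhibition above the mean inhibition of all tested compounds plus 3 SD, cut at about 17% in these data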;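 also: assay run at fixed EC70 calcium of 1.6 mM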
OPRM1-OPRD1 inv = mu-delta opioid heterodimer inverse agonism; cell-based MOR-DOR heterodimer luminescence; inhibition, % at 9.3 µM; 0.21% of 340,000 active; in the data active = inhibition above about 22%, passing the limit was not always enough;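 also: 0% = cells with DMSO and 100% = wells without cells with DMSO; values of inactives mirror those of a sister screen read the other way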
V-ATPase pH = alters yeast V-ATPase proton transport | response, % at 10 µM | S. cerevisiae, pHLuorin cytosolic pH fluorescence | 0.37% of 350,000 active; in the data active = response mostly above about 7.3%, no sharp cut-off; inactive = mostly below about 5.4%; also: actives read high; inactives centre near 0; some compounds called inactive have numbers as strong as hits; reference of the scale not given here
HTR5A ag ctr = counter-screen for OPRM1-OPRD1 agonists: human HTR5A agonism; P47898; HTR5A agonist assay, luminescence, cell-based; activation, % at 9.3 µM; 0.61% of 340,000 active; AID 504692; in the data active = activation mostly above about 9.5%, no sharp cut-off; inactive = mostly below about 7.6%;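 also: 0% = cells with vehicle only and 100% = reference agonist; strong numbers were not always called active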
Starred values were filed as active, the others as inactive; . = not tested or not shown.

SMILES | cardiac RTF act | OPRM1-OPRD1 ag | HTR5A inv ctr | C-LANA FP | Keap1 Nrf2 FP | CAL PDZ FP | Cardiac RTF inh | OPRM1-OPRD1 inv | V-ATPase pH | HTR5A ag ctr
CC(C)c1nc2sc3c(c2c(=O)o1)CCCC3 | -6 | -0.7 | 18 | -0.3 | 2 | -6 | -12 | 4 | 0 | -4
COC(=O)C1=NN(C(=O)c2ccccc2)C(C)(O)C1 (configuration not stated) | -2 | -1.9 | 4 | 1.1 | -4 | -7 | 1 | 11 | -1 | 6
CC(NC(=O)COC(=O)c1cc([N+](=O)[O-])ccc1N1CCOCC1)c1ccccc1 (configuration not stated) | -2 | -2.7 | -27 | 0.8 | -3 | . | -6 | 11 | -1 | 10
COc1ccccc1NS(=O)(=O)N(C)C | 5 | -1.8 | -4 | 0.5 | -3 | -2 | -21 | 11 | -3 | -1
O=C(O)Cc1nn(Cc2ccc(Cl)cc2)c(=O)c2ccccc12 | 1 | 0.5 | 18 | -1.2 | 0 | -4 | -2 | -2 | -5 | -2
COc1ccccc1[C@H]1C(c2ccc(F)cc2)=NN(c2ccccc2)[C@@H]1CO | -3 | 3.6 | -15 | -0.9 | -7 | -3 | -6 | -17 | 3 | 4
CCOC(=O)c1sc(=S)n(C)c1NC(=O)c1ccccc1Cl | 2 | -1.9 | -8 | 0.2 | -7 | . | -12 | 10 | 1 | 0
Cc1sc2nc(C3CC3)nc(N3CCN(C(=O)c4ccccc4F)CC3)c2c1C | -5 | 0.5 | -5 | 0.7 | -6 | -3 | 11 | -3 | 4 | -1
COc1ccccc1N1C(=O)CC(Sc2nccc(C)n2)C1=O (configuration not stated) | 3 | -1.6 | -33 | -0.2 | -1 | -3 | -8 | 9 | 0 | 4
O=C(O)c1ccc(COc2c(F)c(F)cc(F)c2F)cc1 | 2 | -1.7 | -2 | -2.0 | -4 | -3 | -5 | 8 | -1 | 1
O=C(C[n+]1ccccc1)N/N=C/c1ccc(Cl)cc1 | -4 | -3.3 | 5 | 0.0 | 1 | -5 | 4 | 13 | -2 | -2
COCCNC(=S)N=Nc1c(O)[nH]c2ccc([N+](=O)[O-])cc12 | 1 | -2.3 | -14 | -0.2 | -1 | -6 | -10 | 12 | -2 | 2
CC1CC(N(C(=O)c2ccc(Cl)cc2)c2ccccc2)c2ccccc2N1C(=O)c1ccco1 (configuration not stated) | 5 | -0.7 | 6 | -0.2 | -2 | -1 | 0 | 3 | 0 | -3
Cc1c(C(=O)Nc2cccc(C(F)(F)F)c2)oc2ccc(S(=O)(=O)N3CCOCC3)cc12 | -8 | 0.0 | -31 | 0.3 | 5 | -3 | -4 | 0 | 1 | 0
COc1ccc(-n2c(=S)[nH]c3cc(C(=O)N(C)Cc4ccccc4)ccc3c2=O)cc1 | -1 | -3.5 | -11 | -0.2 | 2 | -8 | -25 | 22 | -2 | -4
O=C(CNc1ccc(C(F)(F)F)cc1[N+](=O)[O-])OCC(=O)c1ccccc1 | -4 | 1.8 | 1 | -0.3 | -2 | -20 | -2 | -8 | 1 | -1
COC(=O)CN(c1ccc(C)cc1)S(=O)(=O)c1ccc(F)cc1 | 1 | -2.4 | 6 | 0.9 | 3 | -1 | -11 | 12 | -4 | -2
Cc1ccc(S(=O)(=O)N(C)C)cc1NC(=O)Cn1c(CN2CCOCC2)nc2ccccc2c1=O | 6 | -0.8 | -3 | 2.5 | -2 | -3 | -9 | 4 | -1 | 1
O=C(CN1CCC(c2nc3ccccc3[nH]2)CC1)Nc1ccc2c(c1)OCO2 | -5 | -2.5 | -3 | -0.9 | -2 | -5 | 2 | 14 | -5 | -1
CCNC(=O)C1CN(S(=O)(=O)c2ccccc2)CCN1S(=O)(=O)c1ccccc1 (configuration not stated) | 5 | 1.4 | 4 | -2.5 | -2 | -5 | 4 | -9 | -3 | -2
COc1ccccc1NS(=O)(=O)c1cccc(NS(=O)(=O)c2ccc(Cl)c(C(=O)O)c2)c1 | -3 | -0.1 | 5 | 3.1 | 1 | -2 | -1 | 0 | 3 | -1
CC1=C(C(N)=O)C(c2ccc(Br)cc2)n2nc(CCCO)nc2N1 (configuration not stated) | -2 | -1.8 | 12 | 1.8 | -2 | 0 | -3 | 11 | -2 | -3
CCNC(=S)N/N=C/c1sc(N2CCCCC2)nc1-c1cccs1 | 33* | -2.9 | 15 | 6.7 | -2 | -9 | -19 | 14 | -2 | 1
CCc1nc2nc(C)c(NS(=O)(=O)c3ccc(F)cc3)c(=O)n2[nH]1 | -1 | -2.3 | -13 | 3.0 | -3 | -6 | 8 | 12 | 3 | 4
Cc1ccccc1Nc1nc(N)nc(CN2C(=O)NC3(CCCCC3C)C2=O)n1 (configuration not stated) | -3 | -2.1 | -13 | -1.8 | -2 | 50* | -4 | 13 | 5 | 5

An excerpt from above with just cardiac RTF act and Keap1 Nrf2 FP:
Compound,cardiac RTF act,Keap1 Nrf2 FP
CCOC(=O)c1sc(=S)n(C)c1NC(=O)c1ccccc1Cl,2,-7
Cc1sc2nc(C3CC3)nc(N3CCN(C(=O)c4ccccc4F)CC3)c2c1C,-5,-6

(cont.)
SMILES | cardiac RTF act | OPRM1-OPRD1 ag | HTR5A inv ctr | C-LANA FP | Keap1 Nrf2 FP | CAL PDZ FP | Cardiac RTF inh | OPRM1-OPRD1 inv | V-ATPase pH | HTR5A ag ctr
COCCSc1nnc(NC(=O)Cc2cccs2)s1 | 6 | -0.1 | 13 | 1.4 | -6 | -3 | -8 | 1 | -1 | 5
O=C(CSc1nnc(Cn2c(=O)sc3ccccc32)n1-c1ccccc1)Nc1nccs1 | -4 | -3.0 | -1 | -0.8 | -1 | 0 | -1 | 15 | -1 | 1
Cc1ccccc1-c1nnc(SCC(=O)NC2CCCCC2)o1 | 7 | 2.6 | -5 | -1.3 | -1 | -5 | 4 | -15 | 0 | 2
c1ccc(-c2nnc(SCC3CCCCO3)nc2-c2ccccc2)cc1 (configuration not stated) | 8 | 3.3 | 14 | 3.0 | -6 | 5 | -1 | -17 | 0 | -5
Cc1ccc(NC(=O)CCNS(=O)(=O)c2ccc3[nH]c(=O)oc3c2)cc1N(C)C | -2 | -0.6 | 0 | 0.8 | 0 | 14 | -7 | 3 | 4 | -5
CCNC(=O)NC(=O)COC(=O)CCc1nc(=O)c2ccccc2n1C | -4 | -0.9 | 1 | 1.0 | 0 | -4 | -11 | 5 | -1 | 0
CCCCN(C(=O)CSCc1c(C)noc1C)c1c(N)n(CCCC)c(=O)[nH]c1=O | -3 | -1.0 | -9 | 0.7 | 0 | -5 | -13 | 7 | -3 | 4
Cc1cc(C)cc(NC(=O)C(c2ccccc2)N2CCN(CC(=O)N3CCCC3)CC2)c1 (configuration not stated) | 0 | -3.2 | 11 | -0.4 | 2 | . | -11 | 16 | 3 | -4
COc1ccc(-c2cc(=O)oc3cc(OC(C)C(=O)NCC4CCC(C(=O)O)CC4)ccc23)cc1 (configuration not stated) | -5 | -1.2 | 10 | 1.9 | 1 | -8 | -4 | 6 | -3 | 1
CCCS(=O)(=O)c1c(S(=O)(=O)CCC)c2ccc(C(N)=O)cn2c1C(=O)c1ccccc1 | -2 | -2.8 | -5 | 1.4 | 0 | -3 | -3 | 13 | -3 | 1
O=C1OC(C(=O)Nc2nccs2)Cc2ccccc21 (configuration not stated) | 0 | 0.9 | 9 | -1.7 | -2 | -7 | -10 | -5 | 0 | -3
COC(=O)CC1C(=O)NCCN1Cc1cn(-c2ccc(C)cc2)nc1-c1cccc(C)c1 (configuration not stated) | 0 | -0.6 | -1 | 0.3 | 4 | . | -6 | 3 | 0 | 2
CC[C@H](C)[C@H](NC(=O)[C@H](Cc1ccc(O)cc1)NC(=O)[C@@H](N)C(C)C)C(=O)N[C@@H](Cc1cnc[nH]1)C(=O)N1CCC[C@H]1C(=O)N[C@@H](Cc1ccccc1)C(=O)O | 4 | -1.9 | -4 | -2.2 | 5 | -2 | 7 | 10 | 2 | 1
Cc1ccc(NC(=O)CN(C(=O)N2CCN(C)CC2)S(=O)(=O)c2ccc(C)cc2)cc1 | 0 | -3.0 | -9 | -0.9 | -2 | -4 | -1 | 16 | -2 | 0
C=CCn1c(SCC(=O)c2[nH]c(C)c(C(C)=O)c2C)nnc1-c1ccncc1 | -5 | -0.9 | 20 | 2.8 | -1 | 6 | -9 | 4 | -2 | -1
COc1cccc(C2CC(c3cccs3)=NN2C(=O)CCC(=O)O)c1OC (configuration not stated) | 4 | -1.9 | -9 | 0.1 | -8 | . | -6 | 10 | -1 | -2
CCOC(=O)C1CCN(c2cc(C)nc3cc(-c4cccc(F)c4)nn23)CC1 | -8 | 0.0 | 12 | -1.1 | 0 | 8 | 6 | 0 | 2 | 2
Cc1ccc(NC(=O)C2CCC2)cc1S(=O)(=O)N1CCCCCC1 | -4 | -4.0 | 25 | 0.1 | -3 | -4 | -7 | 20 | -3 | 3
CN(Cc1ccccc1)C(=O)c1ccc(NC(=O)Cc2ccc(NC(=O)C3CCCN(C(=O)C4CCCC4)C3)cc2)cc1 (configuration not stated) | -7 | 0.7 | -3 | 0.2 | 2 | -2 | -4 | -3 | 0 | 1
Cn1c(CNC(=O)C(Cc2ccccc2)NC(=O)c2ccccc2)cc(=O)n(C)c1=O (configuration not stated) | 4 | -2.3 | 5 | 0.3 | -4 | -3 | -2 | 12 | 0 | -1
CCc1ccc(C(C(=O)NC2CCCC2)N(CCOC)C(=O)CCC(=O)Nc2cc(C)on2)cc1 (configuration not stated) | -3 | 2.9 | -1 | 0.4 | -3 | -3 | 1 | -22 | -1 | 0
CCn1cc(C(=O)N(C)Cc2ccc(OC(F)F)cc2)c(=O)c2ccc(C)nc21 | -2 | -1.6 | 1 | -0.7 | 0 | 0 | 2 | 8 | 4 | 0
CCc1c(C)sc(NC(=S)NC(C)C2CCCO2)c1C(=O)OC (configuration not stated) | -3 | 4.5 | 26 | -0.5 | 0 | . | 1 | -22 | -1 | 1
Cc1nc(CS(=O)(=O)c2ccccn2)sc1C(=O)NNC(=O)c1ccccc1 | -1 | -2.9 | -11 | -1.8 | 5 | -7 | 4 | 15 | -1 | -3
CCCc1cc(=O)oc2c(C)c(OCC(=O)Nc3ccccn3)ccc12 | 2 | 0.7 | 7 | 0.1 | 10 | 12 | 0 | -4 | 2 | -2
Cc1ccc(NC(=O)CSc2nnc3n2CCCCC3)cc1 | 3 | -0.6 | -36 | -1.4 | 1 | -6 | 22* | 3 | 15 | 5
C/C(=N\NC(=O)C(N)=O)c1ccc(Br)cc1 | -2 | -0.8 | 18 | -1.1 | -2 | -3 | -5 | 6 | 4 | -3
CN(C)S(=O)(=O)NC(=O)C1=C(N2CCCC2)COC1=O | 7 | -2.1 | -5 | -1.6 | -2 | 0 | -3 | 12 | -2 | 4
C=CCn1c(=O)[nH]c2cc(C(=O)N3CCN(c4cc(C)ccc4C)CC3)ccc2c1=O | -3 | 12 | -8 | 0.1 | 0 | -1 | 0 | -62 | -2 | 3
Cc1c(C(=O)Nc2nc3ccccc3[nH]2)oc2ccc(Br)cc12 | -5 | 1.6 | -4 | -1.4 | 8 | . | -1 | -9 | -2 | -2

Single values from above:
In Cardiac RTF inh, Cc1ccc(NC(=O)CSc2nnc3n2CCCCC3)cc1 reads 22*
In Cardiac RTF inh, Cc1nc(CS(=O)(=O)c2ccccn2)sc1C(=O)NNC(=O)c1ccccc1 reads 4
In CAL PDZ FP, Cc1ccc(NC(=O)CCNS(=O)(=O)c2ccc3[nH]c(=O)oc3c2)cc1N(C)C reads 14
In HTR5A ag ctr, CCn1cc(C(=O)N(C)Cc2ccc(OC(F)F)cc2)c(=O)c2ccc(C)nc21 reads 0

Screens (PubChem BioAssay)
